Fh CTSL1 inh = cathepsin L1 inhibition, PFM18AAP counter-screen; recombinant F. hepatica cathepsin L1, Z-Leu-Arg-MCA fluorescence; inhibition, % at 5.96 µM; 300,000 compounds, 0.49% hits;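 active = inhibition above the mean of all tested compounds plus 3 SD, set per screening campaign, cut at about 17% in these data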;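 also: 0% = plate median of test compound wells and 100% = 1 µM Z-Phe-Ala-diazomethylketone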
GASC-1 inh = human JMJD2C demethylase inhibition; GST-JMJD2C(1-420) H3K9me3 demethylation, DELFIA europium; AID 2099; Q9H3R0; inhibition, % at 2.35 µM; 330,000 compounds, 0.069% hits;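 active = more than half of a compound's replicate wells show inhibition beyond 50%, single wells judged on their own value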;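 also: signal counts dimethyl H3K9 product captured on neutravidin plate; 0% = median of DMSO wells and 100% = 0.3 times that DMSO median; strong numbers were not always called active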
HCV core dimer = blocks dimerization of HCV core protein. 300,000 compounds, 0.33% hits. TR-FRET GST/Flag-core106 dimerization, 1536-well. inhibition, % at 5 µM;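 active = inhibition above the mean of all tested compounds plus 3 SD, set per screening campaign, cut at about 45% in these data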
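System: GST/Flag-tagged HCV core106 proteins. Incubation: compound-protein-antibody incubation 4 h at 22.5 °C. Technique: HTRF with 340 nm excitation, 617/671 nm emission. Medium: KF-containing HEPES buffer, pH 7.45, DTT, CHAPS, BSA. Read-out: inhibition (%) from 671 over 617 nm ratio. Also added: Eu(K)-anti-GST 90 ng/mL plus XL665-anti-Flag 1 µg/mL.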
PP5 primary = PP5 (human) phosphatase inhibition | 320,000 compounds, 0.18% hits | P53041 | purified PP5c, OMFP substrate fluorescence | inhibition, % at 6.7 µM;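 active = inhibition above the campaign's mean inhibition across all tested compounds plus 3 SD, cut at about 9.5% in these data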;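 also: 0% = DMSO only and 100% = 100 µM cantharidin control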
Target sequence (P53041 whole entry, looked up): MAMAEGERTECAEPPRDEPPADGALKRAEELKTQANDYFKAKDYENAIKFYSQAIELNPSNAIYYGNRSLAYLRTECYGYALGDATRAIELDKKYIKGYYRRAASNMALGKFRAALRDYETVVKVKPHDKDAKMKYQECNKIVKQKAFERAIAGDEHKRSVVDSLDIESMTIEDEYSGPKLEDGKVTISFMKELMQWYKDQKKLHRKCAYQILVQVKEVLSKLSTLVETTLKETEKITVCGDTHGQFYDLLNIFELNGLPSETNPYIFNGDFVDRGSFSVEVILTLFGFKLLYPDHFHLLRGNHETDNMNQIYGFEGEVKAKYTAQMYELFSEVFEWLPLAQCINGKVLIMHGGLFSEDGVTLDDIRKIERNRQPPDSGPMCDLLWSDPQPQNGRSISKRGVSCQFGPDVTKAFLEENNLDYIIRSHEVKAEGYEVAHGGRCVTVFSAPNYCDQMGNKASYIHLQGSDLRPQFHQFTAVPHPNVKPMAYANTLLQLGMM
PP1 counter = blocks human PP1-alpha phosphatase, a PP5 counter-screen; purified PP1alpha, OMFP fluorescence; P62136; AID 2235; inhibition, % at 6.7 µM; 320,000 compounds, 0.9% hits;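 active = inhibition above the mean inhibition of all tested compounds plus 3 SD, computed separately for each screening campaign, cut at about 15% in these data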
Target sequence (P62136 whole entry, looked up): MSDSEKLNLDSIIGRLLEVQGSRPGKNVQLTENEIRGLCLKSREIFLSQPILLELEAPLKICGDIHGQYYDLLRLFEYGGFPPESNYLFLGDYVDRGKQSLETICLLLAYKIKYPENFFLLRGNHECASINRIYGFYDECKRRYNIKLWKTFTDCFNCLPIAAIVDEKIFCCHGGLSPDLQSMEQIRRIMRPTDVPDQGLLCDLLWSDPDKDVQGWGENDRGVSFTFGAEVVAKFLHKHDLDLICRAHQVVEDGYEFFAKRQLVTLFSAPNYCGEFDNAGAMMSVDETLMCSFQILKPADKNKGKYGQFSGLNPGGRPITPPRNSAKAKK
LYPLA2 inh = blocks human lysophospholipase 2, a PME1 counter-screen | O95372 | recombinant LYPLA2, FP-Rh probe fluorescence polarization | inhibition, % at 5.9 µM | 320,000 compounds, 0.38% hits;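 active = inhibition above the screen-wide mean plus 3 SD, limit set per campaign, cut at about 26% in these data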;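 also: 0% = LYPLA2 with DMSO and 100% = wells lacking LYPLA2 enzyme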
Efflux pump mplx = antifungal efflux pump inhibition, Nile Red retention | 330,000 compounds, 0.44% hits | S. cerevisiae Candida pump triplex | inhibition, % at 10 µM;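 active = plate passing quality check with inhibition over a set limit, or well fluorescence over plate mean plus 4 SD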;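 also: Nile Red retained in pooled yeast measured as flow cytometry median fluorescence; 0% = buffer negative control and 100% = Enniatin B positive control; higher means more Nile Red kept so more efflux inhibition; some compounds called inactive have numbers as strong as hits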
PREPL inhibitor = inhibits the human prolyl oligopeptidase-like enzyme | Q4J6C6 | recombinant PREPL, fluorescence polarization activity-based probe | inhibition, % at 5.96 µM | 320,000 compounds, 0.68% hits | AID 2751; in the data active = inhibition above about 43%;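 also: 0% = enzyme with DMSO and 100% = wells lacking enzyme; many of its hits are not listed in these tables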
TPT1 inhibitor = C. albicans TPT1 enzyme inhibition; recombinant caTPT1, FP RNA substrate dephosphorylation; inhibition, % at 5 µM; 300,000 compounds, 0.81% hits;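 active = inhibition above the mean of all tested compounds plus 3 SD, set per screening campaign, cut at about 24% in these data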;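 also: plate controls were DMSO alone for no effect and ferristatin control at 100 nM for full effect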
An asterisk follows results filed as active; i = inactive; . = not tested or not shown. Some of the compounds tested; rates above refer to the full screens.

SMILES	Fh CTSL1 inh	GASC-1 inh	HCV core dimer	PP5 primary	PP1 counter	LYPLA2 inh	Efflux pump mplx	PREPL inhibitor	TPT1 inhibitor
Cc1ccc(NC(=O)CSc2nc(=O)n(CCCN3CCOCC3)c3c2CCCC3)cc1F	15	1	-1	-1.4	2	5	-0.1	32	0
COc1ccc(-c2oc(=O)c3cc(OC)c(OC)cc3c2/C=C/c2cccc([N+](=O)[O-])c2)cc1	.	-3	.	1.1	0	-5	0.2	20	.
CCOc1cc(N2CCOCC2)c(OCC)cc1NC(=O)CSc1nc(N)cc(=O)[nH]1	.	0	.	-2.2	-1	0	0.0	1	.
Cc1ccc(C(=O)/C=C2\NCC(C)NC2=O)cc1 (stereo not given)	6	-4	1	0.5	-1	22	0.0	11	-5
O=S(=O)(NCc1ccccc1)c1ccc(NC(=S)NCc2ccco2)cc1	1	4	4	2.3	1	-4	0.0	9	1
O=C1CN(C(=O)COC(=O)c2cccs2)c2ccccc2N1	.	.	.	1.2	-2	5	-0.2	12	.
Cc1ccc(CS(=O)(=O)c2ccc(C(=O)N3CCCCC3)cc2[N+](=O)[O-])cc1	-3	-5	-7	1.3	0	2	-0.1	1	1
CNc1ccccc1NC(=O)CCn1c(=S)oc2ccccc21	-2	-6	-4	0.5	0	3	0.0	8	-1
Cn1c(CNC(=O)c2ccccc2F)nnc1SCc1ccc(F)cc1	2	2	1	0.7	0	3	0.1	-5	-2
Fc1ccccc1N1CCN(c2nc(-c3cccs3)nc3ccccc23)CC1	-5	-17	9	-0.4	0	-3	-0.2	24	1

Part of the list above in order of molar mass, ascending:
SMILES	Fh CTSL1 inh	GASC-1 inh	HCV core dimer	PP5 primary	PP1 counter	LYPLA2 inh	Efflux pump mplx	PREPL inhibitor	TPT1 inhibitor
O=C1CN(C(=O)COC(=O)c2cccs2)c2ccccc2N1	.	.	.	1.2	-2	5	-0.2	12	.
COc1ccc(-c2oc(=O)c3cc(OC)c(OC)cc3c2/C=C/c2cccc([N+](=O)[O-])c2)cc1	.	-3	.	1.1	0	-5	0.2	20	.
Cc1ccc(NC(=O)CSc2nc(=O)n(CCCN3CCOCC3)c3c2CCCC3)cc1F	15	1	-1	-1.4	2	5	-0.1	32	0

(further entries)
SMILES	Fh CTSL1 inh	GASC-1 inh	HCV core dimer	PP5 primary	PP1 counter	LYPLA2 inh	Efflux pump mplx	PREPL inhibitor	TPT1 inhibitor
COc1cc(C(=O)NCc2cccc(Cl)c2)ccc1OCC(=O)N1CCOCC1	-2	i	-3	2.1	-3	-5	0.1	1	-3
COC(=O)C1CCN(C(=O)COc2ccc(Cl)cc2)CC1	-1	8	-4	1.1	2	3	-0.1	0	0
CCN(CC)C1=CC2=CC(=C(C#N)C#N)CCC2CC1 (stereo not given)	4	8	-37	-61	-47	2	3.4*	18	32*
CCn1cc(CN2CCN(CCC(C)C)C(CCO)C2)c2ccccc21 (stereo not given)	-4	-2	-6	2.8	0	-1	0.1	4	-1
CCCCNC(=O)N(O)C1N(CCCC)C(=O)N(CC(=O)OC)C1(C)C (stereo not given)	2	-4	-4	-1.9	-5	-5	-0.1	10	1
CCN(CC)CCOC(=O)c1cc(Cl)c(N)cc1OC	-5	.	4	2.2	-9	0	0.0	10	3
Cc1cc(NC(=O)c2ccc(Br)o2)ccc1NC(=O)c1ccco1	-1	-1	4	0.8	5	-2	0.0	-2	-1
CC(NC(=O)/C(C#N)=C1\N=C(NC(=O)c2ccco2)c2ccccc21)c1ccccc1 (stereo not given)	-1	4	3	1.4	3	5	-0.1	19	47*
CC(C)CCn1nnnc1C(c1ccc(N(C)C)cc1)N1CCN(C(=O)c2ccco2)CC1 (stereo not given)	0	-8	2	-1.8	-1	-4	-0.1	13	-3
CC(C)C(NC(=O)C12CC3CC(CC(C3)C1)C2)C(=O)NC1=NCCS1 (stereo not given)	-2	-4	-1	0.8	4	0	0.1	-6	-1
OCCN(CCO)CC(O)Cn1c2ccccc2c2ccccc21 (stereo not given)	0	-18	5	3.2	-2	-6	0.2	23	1
O=C(Nc1cccc(-c2nc3cc(Cl)ccc3o2)c1)C1CCCO1 (stereo not given)	-2	33	1	1.3	-3	-6	0.0	-66	-5
Cc1nn(CC(=O)N(C)C)c(C)c1S(=O)(=O)N1CCOCC1	.	-3	.	0.2	-4	8	0.0	-1	.
Cc1oc(C(C)(C)C)cc1C(=O)Nc1cccc(/C=C\C(=O)O)c1	5	-1	11	-1.5	-1	2	0.0	6	0
Cc1ccc(-c2noc(-c3ccccc3C(=O)NCc3ccco3)n2)cc1	1	-2	-7	-1.2	-3	-1	-0.1	5	-4
Cc1cc(C)cc(OCC(=O)NNC(=O)c2ccccn2)c1	.	-1	.	-0.8	-4	0	-0.2	7	.
COc1ccc(/C=N/Nc2nc(=O)[nH]nc2C)cc1OC	3	30	-8	1.4	-3	7	0.2	-51	0
CC(=O)Nc1ccc(OCC(=O)NCc2ccc(C)cc2)cc1	-2	12	-1	-1.3	2	-2	0.0	-5	1
Cc1cccc(/C=N/NC(=O)c2cc(Br)ccc2OCc2ccccc2)n1	1	.	3	0.5	6	-6	0.0	-16	-4
COc1ccc(CCNC(=O)CSc2n[nH]c(C)c2[N+](=O)[O-])cc1OC	-2	10	3	-0.2	-5	-1	-0.1	-9	1
COc1ccc(/C=C(\C#N)C(=O)OCC(=O)N(C)C2CCS(=O)(=O)C2)cc1 (stereo not given)	-1	2	-5	0.8	-5	0	0.2	8	0
CC(=O)Oc1ccc(N2C(=O)CCC2=O)cc1	-5	2	-9	2.1	2	2	-0.2	-6	-1
O=C(NN=C1CCC(c2ccccc2)CC1)c1ccccc1-n1cccc1 (stereo not given)	-1	1	-7	2.5	4	3	1.0	-22	1
CC(=O)c1ccc(OC2OCCOC2Oc2ccc(C(C)=O)cc2)cc1 (stereo not given)	6	8	1	0.2	0	15	-0.2	-3	2
Cc1ccc(N2C(=O)C3CCCN3C2=S)cc1 (stereo not given)	1	4	5	1.3	-3	0	0.1	-9	-1
CN(C)c1ccc(-c2sc(Nc3ccccc3)n[n+]2-c2ccc(F)cc2)cc1	0	-8	-25	2.2	-3	-3	0.4	10	35*
CCN(C(=O)CSc1nc2ccccc2n1C)C1CCS(=O)(=O)C1 (stereo not given)	.	5	.	-0.1	0	4	0.1	1	.
Nc1ccc2nc(C(F)(F)F)[nH]c2c1	0	5	-1	-2.0	0	0	-0.3	0	-1
Cc1ccc(CSCc2ccc(C(=O)NC3CC3)o2)cc1	0	-22	0	-0.3	0	4	0.2	5	-1
CCCCn1c(SCC(=O)Nc2ccc(C)c(S(=O)(=O)N3CCOCC3)c2)nnc1C(CC)N(C)C (stereo not given)	-35	1	-6	0.1	-5	4	0.1	4	-5
Clc1ccccc1-c1nn2c(Cn3cnc4ccccc43)nnc2s1	0	21	1	-4.2	5	-7	0.1	-1	-1
CCOC(=O)C1=C(C)N(CC)C(=S)NC1c1ccccc1OC(F)F (stereo not given)	4	0	2	-0.4	0	3	-0.3	-5	-1
O=C(c1cccs1)N1CCN(c2ccccc2)CC1	2	4	-2	-0.1	0	3	0.1	12	-3
Cc1ccc(CN2C(=O)CNC2=S)cc1	0	9	1	2.5	-2	-14	0.0	-15	5
O=C(CS(=O)(=O)c1c[nH]c2ccccc12)N1CCCCC1	0	-4	1	-1.6	-3	-6	0.0	8	1
COc1ccc(CNC(=O)C2CCN(C(=O)c3cccc(Cl)c3)CC2)cc1	2	5	-4	0.3	-1	11	0.0	8	1
COC(=O)[C@H](Cc1ccccc1)NC(=O)O[C@@H]1C(=O)c2cc(OC)ccc2O[C@H]1c1ccc(OC)c(Br)c1	0	8	13	4.9	0	18	0.1	-13	-3
CCC(C)NC(=O)c1cc2c(=O)n(CC)c3ccccc3c2s1 (stereo not given)	4	-18	-6	3.4	2	3	0.3	-4	-1
Cc1ccccc1OCCC(=O)OCC(=O)NCCNC(=O)COC(=O)CCOc1ccccc1C	-26	-4	3	2.1	4	-1	0.1	-5	1
O=C(Nc1cccc2ncccc12)c1ccc(-c2ccc(Cl)cc2Cl)o1	2	10	8	5.3	0	6	0.5	9	2
O=C(Cc1cc(=O)[nH][nH]1)N/N=C/c1ccccc1[N+](=O)[O-]	0	-2	1	0.4	-2	-1	-0.1	5	-4
CC1CCCCC1NC(=O)C1CCCN(S(=O)(=O)c2ccc(-n3cnnn3)cc2)C1 (stereo not given)	-3	-8	6	-2.4	-4	2	-0.2	-2	-3
O=C(COC(=O)C1CC(=O)N(C2CCCCC2)C1)c1ccc(F)cc1 (stereo not given)	-43	-104	-10	-1.6	1	-1	-0.1	-2	-3
CC1(c2ccccc2)NC(=O)N(CC(=O)Nc2ccc(C(N)=O)cc2)C1=O (stereo not given)	2	-8	12	2.5	-1	-4	-0.1	-7	-3
C[C@H](NC(=O)CCC1CCC(=O)N1)c1ccccc1 (stereo not given in full)	-2	-8	-8	0.9	0	-1	-0.1	0	-1
Cc1ccc(NS(=O)(=O)c2ccc(C(=O)NCCCN3CCCC3=O)cc2)cc1	4	-5	-3	-1.8	-8	-3	0.1	5	-4
CC(C)c1ccc(-c2noc(C3CCCN(S(C)(=O)=O)C3)n2)cc1 (stereo not given)	2	1	1	2.5	-1	-1	-0.3	3	-1

Filtered by structure: the entries above containing fluorine.
SMILES	Fh CTSL1 inh	GASC-1 inh	HCV core dimer	PP5 primary	PP1 counter	LYPLA2 inh	Efflux pump mplx	PREPL inhibitor	TPT1 inhibitor
Cc1ccc(NC(=O)CSc2nc(=O)n(CCCN3CCOCC3)c3c2CCCC3)cc1F	15	1	-1	-1.4	2	5	-0.1	32	0
Cn1c(CNC(=O)c2ccccc2F)nnc1SCc1ccc(F)cc1	2	2	1	0.7	0	3	0.1	-5	-2
Fc1ccccc1N1CCN(c2nc(-c3cccs3)nc3ccccc23)CC1	-5	-17	9	-0.4	0	-3	-0.2	24	1
CN(C)c1ccc(-c2sc(Nc3ccccc3)n[n+]2-c2ccc(F)cc2)cc1	0	-8	-25	2.2	-3	-3	0.4	10	35*
Nc1ccc2nc(C(F)(F)F)[nH]c2c1	0	5	-1	-2.0	0	0	-0.3	0	-1
CCOC(=O)C1=C(C)N(CC)C(=S)NC1c1ccccc1OC(F)F (stereo not given)	4	0	2	-0.4	0	3	-0.3	-5	-1
O=C(COC(=O)C1CC(=O)N(C2CCCCC2)C1)c1ccc(F)cc1 (stereo not given)	-43	-104	-10	-1.6	1	-1	-0.1	-2	-3

Bioassay records deposited in PubChem BioAssay by several laboratories.
